# ATXN2 expr inh = Primary qHTS for Inhibitors of ATXN expression; Potency, µM (titrated, usually from 57 µM), without a hit: top-dose activity change, negative = inhibition, actives largely listed as inhibitors; HEK-293 ATXN2-luciferase reporter, luminescence, 24 h; 360,000 compounds, 0.72% hits; further: potency means the concentration at half of the fitted maximal effect; on the % scale 0 is the no-effect control and ±100 the full control effect; nearly all actives have a fitted effect of over 55% in size
#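 ATXN2-luciferase reporter cells (luciferase flanked by upstream and downstream ATXN2 gene portions) were treated 24 h at 37 °C with compounds at up to 57 uM. SteadyGlo luminescence gave expression; GF-AFC fluorescence gave viability.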
# KB-V1 MDR tox = qHTS assay for MDR1-selective chemotherapeutics: Primary screen using the drug-selected MDR subline cells KB-V1; Potency, µM (highest dose often 46.1 µM), for inactives: at the highest dose activity change, negative = cytotoxicity, most hits filed as cytotoxic; 400,000 compounds, 3.4% hits; KB-V1 MDR cells viability, CellTiter-Glo, 72 h; further: potency means the concentration at half of the fitted maximal effect; on the % scale 0 is the no-effect control and ±100 the full control effect; nearly all actives have a fitted effect of over 60% in size
#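 Luminescent ATP read-out (CellTiter-Glo, 10 min) measures survival of drug-selected KB-V1 MDR cells after 72 h, 37 degrees C compound exposure. Medium: phenol-red-free DMEM, 10% FBS. Values from fitted concentration-response curves.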
# MCF10A rerep = A quantitative high throughput screen for small molecules that induce DNA re-replication in MCF 10a normal breast cells. MCF 10A DNA re-replication, Hoechst nuclear intensity, 48 h. Potency, µM (series often up to 46.1 µM), without a hit: at the highest dose activity, positive = re-replication, most hits filed as activators. 350,000 compounds, 2.9% hits; further: potency means the concentration at half of the fitted maximal effect; % of control where 0% means no effect; nearly all actives have a fitted effect of over 50% in size
# SW480 rerep = A quantitative high throughput screen for small molecules that induce DNA re-replication in SW480 colon adenocarcinoma cells; SW480 DNA re-replication, Hoechst DNA content imaging, 48 h; Potency, µM (top dose mostly 46.1 µM), inactives show at the highest dose re-replication activation, most hits filed as activators; 340,000 compounds, 1.8% hits; AID 624297, 2012; further: potency means the concentration at half of the fitted maximal effect; % of control where 0% means no effect; nearly all actives have a fitted effect of over 55% in size
#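 Image-based read-out: total Hoechst fluorescence of nuclei (405 nm excitation, 500-530 nm emission), with hits raising the fraction of high-intensity nuclei. SW480 colon cells incubated 48 hr with compounds at 37 C.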
# KB-3-1 cytotox = qHTS assay for MDR1-selective chemotherapeutics: Primary screen using the parental adenocarcinoma cell KB-3-1; 400,000 compounds, 1.4% hits; Potency, µM (series often up to 46.1 µM), for the others: at the top dose activity change, negative = cytotoxic, hits mostly cytotoxic; KB-3-1 viability, CellTiter-Glo ATP luminescence, 72 h; further: potency means the concentration at half of the fitted maximal effect; on the % scale 0 is the no-effect control and ±100 the full control effect; nearly all actives have a fitted effect of over 60% in size
#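 Screening of KB-3-1 cells (DMEM, 10% FBS, phenol-red free) ran from lowest to highest compound concentration; after 72 h at 37 °C viability was read luminescently and curves fitted.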
# IL1B secr inh = qHTS for Inhibitors of Inflammasome Signaling: IL-1-beta AlphaLISA Primary Screen. THP-1 LPS/ATP IL-1B secretion, AlphaLISA, 16 h; stronger effect = lower value. activity change, % at 57.5 µM. AID 743279, 2014. 360,000 compounds, 4.7% hits; in the data active means activity change below about -50%; inconclusive means mostly about -30% to -49%; further: on the % scale 0 is the no-effect control and ±100 the full control effect
#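 THP-1 cells pretreated 1 hr with compounds (up to 57.5 uM final), then stimulated with LPS (250 ng/mL final) plus ATP (1.25 mM final); secreted IL-1B measured by AlphaLISA after 16 hr, decreased signal indicating inhibition.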
# HT1080 IDH1KD tx = qHTS for induction of synthetic lethality in tumor cells producing 2HG: qHTS for the HT-1080-IDH1KD cell line; Potency, µM (doses to about 46.1 µM), without a hit: at the highest dose activity, negative = toxicity, actives largely listed as cytotoxic; 360,000 compounds, 2% hits; HT-1080 IDH1 knockdown viability, ATP luminescence, 48 h;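 further: potency means the concentration at half of the fitted maximal effect; 0% = DMSO wells and -100% = cell-free medium wells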
#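 After a 2 h attachment period, IDH1KD HT-1080 cells took pin-transferred compound for 48 h at 37 °C; ATP-based luminescence after 10 min room-temperature reagent incubation reported viability.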
# WRN inhibitor = qHTS for Inhibitors of WRN Helicase. Bifunctional 3'-5' exonuclease/ATP-dependent helicase WRN (Homo sapiens), Q14191. WRN helicase unwinding, fluorescent forked duplex, kinetic. Potency, µM (titrated, usually from 114 µM), for inactives: top-dose activity change, negative = inhibition, actives largely listed as inhibitors. 360,000 compounds, 0.46% hits. AID 651768, 2012; further: potency means the concentration at half of the fitted maximal effect; on the % scale 0 is the no-effect control and ±100 the full control effect; nearly all actives have a fitted effect of over 55% in size
# Target sequence (Q14191 whole entry, looked up): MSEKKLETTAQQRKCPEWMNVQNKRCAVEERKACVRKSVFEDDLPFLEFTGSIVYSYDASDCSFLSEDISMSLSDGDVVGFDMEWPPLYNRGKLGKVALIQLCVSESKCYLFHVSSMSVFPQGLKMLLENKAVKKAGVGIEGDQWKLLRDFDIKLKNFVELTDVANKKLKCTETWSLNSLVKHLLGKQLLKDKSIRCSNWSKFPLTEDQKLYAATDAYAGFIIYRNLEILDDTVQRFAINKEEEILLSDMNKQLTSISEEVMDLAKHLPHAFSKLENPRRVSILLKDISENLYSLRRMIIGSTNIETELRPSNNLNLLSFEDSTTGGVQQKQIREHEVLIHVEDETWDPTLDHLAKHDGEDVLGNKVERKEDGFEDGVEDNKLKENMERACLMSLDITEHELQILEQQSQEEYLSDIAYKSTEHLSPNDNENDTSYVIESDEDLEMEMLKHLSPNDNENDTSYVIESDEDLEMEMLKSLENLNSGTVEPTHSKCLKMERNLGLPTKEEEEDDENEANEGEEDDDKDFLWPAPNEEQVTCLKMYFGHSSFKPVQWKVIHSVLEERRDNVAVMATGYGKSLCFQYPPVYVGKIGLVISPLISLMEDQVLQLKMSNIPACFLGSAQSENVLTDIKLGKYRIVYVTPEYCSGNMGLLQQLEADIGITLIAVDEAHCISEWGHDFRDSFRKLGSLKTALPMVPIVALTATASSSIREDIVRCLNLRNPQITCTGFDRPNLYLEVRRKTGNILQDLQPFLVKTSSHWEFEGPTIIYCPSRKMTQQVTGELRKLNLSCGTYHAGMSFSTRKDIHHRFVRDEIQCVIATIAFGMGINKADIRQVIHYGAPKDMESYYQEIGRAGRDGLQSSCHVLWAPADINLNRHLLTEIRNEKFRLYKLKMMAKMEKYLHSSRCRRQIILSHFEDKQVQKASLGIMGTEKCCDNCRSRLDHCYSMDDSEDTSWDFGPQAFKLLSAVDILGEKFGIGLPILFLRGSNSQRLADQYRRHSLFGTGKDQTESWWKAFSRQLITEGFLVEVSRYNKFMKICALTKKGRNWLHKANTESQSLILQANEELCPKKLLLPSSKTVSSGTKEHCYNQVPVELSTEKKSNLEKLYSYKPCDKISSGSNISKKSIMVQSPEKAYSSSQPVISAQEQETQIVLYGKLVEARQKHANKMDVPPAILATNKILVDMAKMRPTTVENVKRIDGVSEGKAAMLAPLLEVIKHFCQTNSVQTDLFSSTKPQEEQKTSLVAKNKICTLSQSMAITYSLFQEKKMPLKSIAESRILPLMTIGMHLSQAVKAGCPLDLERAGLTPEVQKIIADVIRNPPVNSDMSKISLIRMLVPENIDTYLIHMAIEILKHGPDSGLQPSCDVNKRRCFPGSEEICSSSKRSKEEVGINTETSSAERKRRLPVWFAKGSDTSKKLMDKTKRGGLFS
#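 WRN at 20 nM final preincubated with compound 15 min at room temperature; reaction started with 100 nM fluorophore/quencher forked duplex oligonucleotide and 2 mM ATP final. Unwinding followed kinetically by red fluorescence (ex 525, em 598 nm).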
# HT1080-NT tox = qHTS for induction of synthetic lethality in tumor cells producing 2HG: qHTS for the HT-1080-NT fibrosarcoma cell line; Potency, µM (series often up to 46.1 µM), inactives show at the highest dose activity, negative = less viability, hits mostly cytotoxic; 360,000 compounds, 1.6% hits; HT-1080-NT fibrosarcoma viability, CellTiter-Glo ATP luminescence, 48 h;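 further: NT is the 2HG producing partner of a matched IDH1 knockdown line; potency means the concentration at half of the fitted maximal effect; 0% = DMSO-treated cells and -100% = media-only wells without cells; nearly all actives have a fitted effect of over 55% in size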
#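 Toxicity toward the 2HG-producing NT line was scored as %Activity, normalised to DMSO and no-cell wells, from CellTiter-Glo luminescence after 48 hours' treatment.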
# * hit, by the source's call; ? = inconclusive; nt = no result given; [ ] = dose if it differs, or a comment. Unless noted, the call rests on the fitted dose curve; in most records, active means well fitted curve in the direction sought with a large enough effect; inconclusive means small, poorly fitted or top-dose-only effect, or another doubt; inactive means no such curve, though single readings can be large; an effect the other way counts as inactive or inconclusive.
SMILES,ATXN2 expr inh,KB-V1 MDR tox,MCF10A rerep,SW480 rerep,KB-3-1 cytotox,IL1B secr inh,HT1080 IDH1KD tx,WRN inhibitor,HT1080-NT tox
Cc1nnc(-c2cnn(C)c2N)n1CCCN1CCOCC1,2%[2.22 µM],15%,-20%,2%,-1%,30,2%,6%[57.1 µM],9%
COC(=O)C(c1cc(OC)c(O)c(OC)c1)(N1CCNC(C)C1)C(F)(F)F (stereo not drawn),4%,25%,1%,-1%,2%,0,0%,2%,3%
CCCC(=O)Nc1ccc(Cl)c(NC(=O)c2cccc(OC)c2)c1,nt,-29%,-8%,-1%,?,0,-11%,-24%,-3%
C[C@@H]1CN([C@H](C)CO)C(=O)CCCn2nncc2CO[C@@H]1CN(C)S(=O)(=O)c1ccc(F)cc1,-1%,-8%,nt,nt,2%,12,11%,-2%,7%
CCCCCc1nc2c(c3c1CCCC3)CCCC2,-29%,?,14%,3%,?,-7,2%,16%,16%
COc1ccc(OCCOC(=O)c2nc3nccc(C)n3n2)cc1,0%,?,17%,0%,0%,-6,9%,1%,10%
Cc1ccc(C(c2nnnn2CC2CCCO2)N2CCN(C)CC2)cc1 (stereo not drawn),-14%,2%,3%,?,7%,-11,7%,-7%,7%
O=[N+]([O-])c1ccccc1S(=O)(=O)c1ccccc1[N+](=O)[O-],-25%,-19%,-1%,?,0%,0,0%,-3%[57.1 µM],-3%
Cc1cc(Br)ccc1NC(=O)CN(C)Cc1cccs1,15%,?,3%,4%,1%,-16,10%,3%,15%
COc1ccc(N2C(=O)CC(Sc3ccccc3C(=O)O)C2=O)c([N+](=O)[O-])c1 (stereo not drawn),nt,33%,16%,?,-2%,-1,6%,-1%,7%
COC(=O)/C=C1/N/C(=N\c2nc(C)cc(C)n2)N(c2ccc(Cl)cc2)C1=O,1%,0%,20%,-2%,-4%,-9,9%,-7%,16%
COc1cccc(O)c1CN1CCC(Oc2ccc(C(=O)NCc3ccccn3)cc2)CC1,2%,5%,2%,-16%,-14%,0,?,2%,-18%
CCCCNC(=O)c1ccc(NC(C)=O)c(Cl)c1,-28%,-1%,-41%[inhibitor],-139%[inhibitor],-3%,-12,19%,0%,24%
O=[N+]([O-])c1cccc(C=NNC(=S)NC23CC4CC(CC(C4)C2)C3)c1,8%,?,26%,19%,0%,13,-13%,-1%,6%
COc1ccccc1CNC(=O)CN1C(=O)NC2(CCCc3sccc32)C1=O (stereo not drawn),nt,-4%,1%,-10%,6%,-12,2%,10%,-11%
CCN1C(=O)CSC1=Nc1ccc(C(=O)O)cc1,1%,19%,-13%,7%,-14%,39,12%,-7%,11%
CCOC(=O)c1ccccc1NS(=O)(=O)c1ccccc1,5%,?,-7%,19%,-14%,-19,-11%,5%,-12%
CC(C)COC(=O)c1cccc2c1-c1ccccc1/C2=N\O,4%,1%,18µM*,1%,-8%,7,?,-7%,?
CC(C)(C)N1CC(C(=O)Nc2ccc(C(N)=O)cc2)CC1=O (stereo not drawn),nt,28%,nt,nt,?,11,9%,13%,10%
C=C(C)COc1cc2oc(=O)c(CC(=O)N3C[C@H]4C[C@@H](C3)c3cccc(=O)n3C4)c(C)c2cc1Cl,4%,13%,2%,-57%,0%,0,6%,5%,1%
COc1ccc(N=C2NC(=O)/C(=C\C=C\c3ccccc3)S2)cc1,-33%,-18%,5%,0%,-8%,-29,4%,-3%,21%
COc1ccc(NC2CC(=O)N(c3cc([N+](=O)[O-])ccc3C)C2=O)cc1 (stereo not drawn),-30%,-1%,-3%,-7%,7%,0,-19%,-3%,-15%
O=C(CN1C(=O)NC2(CCCC2)C1=O)Nc1cc(Cl)ccc1Oc1ccccc1,-16%,?,-6%,6%,-10%,-27,-1%,0%,-10%
COc1ccc(/C(N)=N/OC(=O)Oc2ccccc2)cc1OC,0%,0%,-3%,-2%,3%,2,-3%,0%,-5%

# Limited to SW480 rerep and KB-3-1 cytotox, for some of the entries so far:
smiles | SW480 rerep | KB-3-1 cytotox
COc1ccccc1CNC(=O)CN1C(=O)NC2(CCCc3sccc32)C1=O (stereo not drawn) | -10% | 6%
CCN1C(=O)CSC1=Nc1ccc(C(=O)O)cc1 | 7% | -14%

# Additional results.
SMILES,ATXN2 expr inh,KB-V1 MDR tox,MCF10A rerep,SW480 rerep,KB-3-1 cytotox,IL1B secr inh,HT1080 IDH1KD tx,WRN inhibitor,HT1080-NT tox
CCOC(=O)C(NCc1ccc2c(c1)OCO2)(NC(=O)CC)C(F)(F)F (stereo not drawn),10%,13%,1%,1%,-6%,3,15%,9%,18%
CCOC(=O)c1cc2occc2n1CC(=O)N1CCOCC1,-2%,-10%,4%,-4%,11%,10,7%,-3%,1%
CC(C)c1nc(SCC(=O)NC(=O)NC(C)(C)C)n[nH]1,-4%,-8%,-2%,-63%[inhibitor],-5%,17,-1%,1%,-12%
Cc1ccsc1C(=O)N/N=C/c1ccc2c(c1)OCO2,43%[activator],18µM*,22%,-20%,?,?,?,-12%,?
CCOc1ccc([C@@H]2CC=C(C(=O)O)CN2S(=O)(=O)c2ccc(C)cc2)cc1,10%,?,0%,-13%,3%,37,5%,15%,-16%
Cc1ccc(OCC(=O)c2cc(C)n(Cc3ccco3)c2C)c([N+](=O)[O-])n1,-32%,0%,?,?,-16%,16,-16%,3%,0%
O=C(COC(=O)CNC(=O)c1ccc(Cl)cc1Cl)Nc1cccc(S(=O)(=O)N2CCCC2)c1,-16%,-10%,-2%,-5%,-5%,19,-2%,1%,1%
CCN(CC)S(=O)(=O)c1ccc(NC(=O)c2cc(-c3cccs3)nc3ccccc23)cc1,-14%,6%,?,5%,-1%,-7,?,?,?
COC(=O)C1CN(C(=O)COc2cc(C)cc(C)c2)c2ccccc2O1 (stereo not drawn),-3%,11%,1%,18%,13%,41,-2%,-7%[57.1 µM],3%
CCn1c2ccccc2c2cc(NC(=O)CSc3nnc(-c4cccc(Cl)c4)o3)ccc21,-23%,?,-7%,?,?,8,29%,-6%,5%
CC(C)Oc1ccc(CC(=O)NNC(=S)Nc2ccc(Br)cc2)cc1,-33%,-5%,16µM*,-4%,-5%,9,-6%,-3%,-9%
CCOc1ccc(-n2nnnc2SCC(=O)c2ccccc2)cc1,12%,?,4.1µM*,?,?,28,?,6%,?

# Some of the entries so far, with values under each structure:
# Results follow in this order: ATXN2 expr inh, KB-V1 MDR tox, MCF10A rerep, SW480 rerep, KB-3-1 cytotox, IL1B secr inh, HT1080 IDH1KD tx, WRN inhibitor, HT1080-NT tox
CC(C)c1nc(SCC(=O)NC(=O)NC(C)(C)C)n[nH]1
→ -4%, -8%, -2%, -63%[inhibitor], -5%, 17, -1%, 1%, -12%
Cc1ccsc1C(=O)N/N=C/c1ccc2c(c1)OCO2
→ 43%[activator], 18µM*, 22%, -20%, ?, ?, ?, -12%, ?
CCOc1ccc([C@@H]2CC=C(C(=O)O)CN2S(=O)(=O)c2ccc(C)cc2)cc1
→ 10%, ?, 0%, -13%, 3%, 37, 5%, 15%, -16%

# (continued)
SMILES,ATXN2 expr inh,KB-V1 MDR tox,MCF10A rerep,SW480 rerep,KB-3-1 cytotox,IL1B secr inh,HT1080 IDH1KD tx,WRN inhibitor,HT1080-NT tox
Cc1ccc2[nH]c(O)c(N=NC(=O)C(C)n3cnc4ccccc4c3=O)c2c1 (stereo not drawn),-4%,0%,16%,-3%,14%,-2,-6%,-6%,1%
C=CCN1C(=O)CN=C1Nc1ccc(F)cc1,8%,24%,0%,?,4%,13,16%,12%,22%
CCc1cc(=O)oc2cc(C)cc(OC(C)C(=O)NCCCN3CCCC3=O)c12 (stereo not drawn),-10%,?,-6%,-11%,-3%,-8,3%,7%,8%
CS(=O)(=O)c1cc([N+](=O)[O-])c(Sc2nc3ccccc3[nH]2)c([N+](=O)[O-])c1,?,-17%,?,8%,15%,10,10µM*,56µM*,11µM*
C=CCNC(=O)c1ccc(Cn2c(=S)[nH]c3cc4c(cc3c2=O)OCO4)cc1,-27%,-2%,4%,-10%,3%,29,?,?,?
Cc1ccc(CN2CC(N3CCN(Cc4cccc(C)c4)CC3)CS2(=O)=O)cc1 (stereo not drawn),-10%,29%,nt,nt,0%,3,-8%,-1%,0%
CCOC(=O)C1=C(COC(=O)CCc2ccc(CC)cc2)NC(=O)NC1C (stereo not drawn),8%,0%,-5%,-10%,9%,15,11%,3%,3%
COc1cccc(CNC(=O)C2CCCN2S(=O)(=O)c2ccc3c(c2)C(C)(C)C(=O)N3C)c1 (stereo not drawn),3%,17%,10%,-3%,11%,0,4%,6%,-1%
NS(=O)(=O)c1ccc(-c2ccc(/C=C3\SC(=O)NC3=O)o2)cc1,-29%,15%,?,25%,8%,0,-17%,?,?
CN(CC(=O)Nc1ccc(F)c(F)c1F)C(=O)C1CC(=O)N(C2CCCC2)C1 (stereo not drawn),4%,16%,-28%,2%,6%,7,10%,7%,14%
Cc1ccc(-c2cc(C(F)(F)F)c(C#N)c(SCCC#N)n2)o1,-9%,-6%,?,9.2µM*,12%,27,9%,-10%,1%
CC(C)N(C(=O)C1CC(=O)OC12CCCCC2)C(C)C (stereo not drawn),-8%,-25%,3%,-15%,2%,-4,-3%,6%,1%
CSc1ncc(CNc2cc([N+](=O)[O-])ccc2C)c(N)n1,-13%,-9%,2%,-8%,-1%,nt,nt,nt,nt
O=C(Cn1c(=O)sc2ccccc21)Nc1ccccc1C(=O)O,-7%,-2%,27%,-2%,-3%,23,-23%,16%,-3%
